TAG inh = inhibitors of triacylglycerol accumulation; inhibition, % at 12.5 µM; H9c2 cells, Nile Red lipid (TAG) fluorescence; cells loaded with 200 µM oleic acid; 230,000 compounds, 0.66% hits; AID 651582;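 active = pattern-corrected inhibition of lipid staining of at least 50% with the nuclear-stain viability signal not falling by more than 50%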;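 also: 0% = DMSO wells and 100% = triacsin C control wells; some results filed as inactive read as strong as hits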
TAG inh DAPI viability = second read-out of TAG inh, no call of its own (marks repeat the call); DAPI nuclei signal change (viability), lower = more cytotoxic, %;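 whole-well DAPI fluorescence read on a plate reader as a viability signal; minus 50 percent equals half of cells still viable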
* = called active by the depositor. The list is partial, so the mix of outcomes need not match the whole.

SMILES	TAG inh	TAG inh DAPI viability
CSCCC(NC(N)=O)C(=O)NCc1ccccc1Cl (configuration not stated)	-13	-3
COc1ccc(C(=O)N(C)[C@H]2C[C@H]3c4[nH]c5ccccc5c4CCN3C(=O)[C@H]2CO)cc1	9	5
CCOC(=O)/C(=N/Nc1ccc(OC)cc1)Sc1nnc(CCc2ccccc2)n1-c1ccccc1	3	0
COCCn1c(C)cc(/C=C(\C#N)C(=O)OCC(=O)N(C)c2c(N)n(Cc3ccccc3)c(=O)[nH]c2=O)c1C	7	3
CNS(=O)(=O)c1ccc(NC(=O)C2CC(=O)N(c3ccc(Cl)cc3)C2)cc1 (configuration not stated)	-15	3
CC(C)C(=O)Nc1cccc(-c2nc3ccccc3c(=O)o2)c1	-18	6
CCCCN(Cc1ccccc1)C(=O)C1CCN(Cc2sccc2C)CC1	-18	12
Cc1cc(NC(=O)/C(C#N)=C\c2ccc(-c3ccc(SC(F)F)cc3)o2)n(-c2ccccc2)n1	-6	-2
Cc1cccc(C)c1NS(=O)(=O)c1cc2c3c(c1)CCN3C(=O)CC2	1	-8
COCCN(C(=O)COc1ccccc1C#N)c1c(N)n(Cc2ccccc2)c(=O)[nH]c1=O	7	-2
Cn1c(N)c(C(=O)COC(=O)/C=C/c2cccc(Cl)c2)c(=O)n(C)c1=O	-9	11
Cn1c(=O)n(CCOc2ccccc2Cl)c2ccccc21	-9	-1
CCCCCCC(=O)N(O)C1CC(=O)N(c2ccc(Cl)cc2)C1=O (configuration not stated)	1	4
CCC(=O)OCC(=O)Nc1cc(S(=O)(=O)N(C)C)ccc1Cl	-3	0
CCNC(=S)N1CCCC(C(N)=O)C1 (configuration not stated)	11	-16
Cc1ccc(-c2cc(C(=O)Nc3ccccc3C)c3ccccc3n2)o1	3	-5
CCCN1CCC(NC(=O)CC2C(=O)NCCN2Cc2ccccc2C)CC1 (configuration not stated)	3	3
O=C(CSc1ccccc1F)NCCN1C(=O)CSC1=O	14	-2
COc1cccc(-n2c(=O)[nH]cc(C(=O)Nc3ccc(NC(C)=O)cc3)c2=O)c1	8	-8
C=CCN(c1ccccc1)S(=O)(=O)c1cccc(C(=O)N(CC)CC(=O)Nc2c(F)cccc2F)c1	-10	-9
CCOC(=O)CC(=O)CSc1nc2cc(C)ccc2cc1C	-25	-1
CCN(C(=O)CSc1nc(C)nc2sc3c(c12)CCC3)C1CCS(=O)(=O)C1 (configuration not stated)	-23	-6
CCNC(=S)NNC(=O)c1csc(CC)c1	1	4
COC(=O)C1=C(C)N(Cc2ccccc2)C(=NCC2CC2)N[C@H]1c1ccccc1	0	5
FC(F)(F)C1=Nc2cccc3cccc(c23)N1	22	-4

Some of these compounds in order of molar mass, ascending:
SMILES	TAG inh	TAG inh DAPI viability
CC(C)C(=O)Nc1cccc(-c2nc3ccccc3c(=O)o2)c1	-18	6
CCOC(=O)CC(=O)CSc1nc2cc(C)ccc2cc1C	-25	-1
Cc1ccc(-c2cc(C(=O)Nc3ccccc3C)c3ccccc3n2)o1	3	-5
Cc1cccc(C)c1NS(=O)(=O)c1cc2c3c(c1)CCN3C(=O)CC2	1	-8
COC(=O)C1=C(C)N(Cc2ccccc2)C(=NCC2CC2)N[C@H]1c1ccccc1	0	5
CNS(=O)(=O)c1ccc(NC(=O)C2CC(=O)N(c3ccc(Cl)cc3)C2)cc1 (configuration not stated)	-15	3
COc1ccc(C(=O)N(C)[C@H]2C[C@H]3c4[nH]c5ccccc5c4CCN3C(=O)[C@H]2CO)cc1	9	5

The listing picks up, starting 6 compounds before the break.
SMILES	TAG inh	TAG inh DAPI viability
C=CCN(c1ccccc1)S(=O)(=O)c1cccc(C(=O)N(CC)CC(=O)Nc2c(F)cccc2F)c1	-10	-9
CCOC(=O)CC(=O)CSc1nc2cc(C)ccc2cc1C	-25	-1
CCN(C(=O)CSc1nc(C)nc2sc3c(c12)CCC3)C1CCS(=O)(=O)C1 (configuration not stated)	-23	-6
CCNC(=S)NNC(=O)c1csc(CC)c1	1	4
COC(=O)C1=C(C)N(Cc2ccccc2)C(=NCC2CC2)N[C@H]1c1ccccc1	0	5
FC(F)(F)C1=Nc2cccc3cccc(c23)N1	22	-4
Cn1c(=O)c2c(nc3n2CCS3)n(C)c1=O	-2	3
COc1ccc(C(=O)/C=C/N(C)C)cc1OC	15	-3
CC1CCCN(C(=O)c2cc(S(=O)(=O)N3CCCCC3)c[nH]2)C1 (configuration not stated)	-4	2
COc1ccc(S(=O)(=O)N2CCCC(C(=O)Nc3cccnc3)C2)cc1Cl (configuration not stated)	-9	-2
COc1cccc2c(=O)cc(C)n(CC(=O)Nc3ccccc3C)c12	-10	13
COc1ccc([C@H]2CC(=O)C=C(c3ccc4ccccc4c3)C2)cc1OC	3	5
Cc1occc1-c1nnc(SCC(=O)N2CCc3ccccc32)o1	16	-11
CC(CNS(=O)(=O)c1cc(Cl)ccc1Cl)CN(C)C (configuration not stated)	16	13
Cc1ccc(-c2cc(-c3ccccc3)no2)cc1	-5	-2
Cc1ccc(C(=O)Nc2ccc(-c3csc(C)n3)cc2)cc1	-9	-8
C=CCNc1c2c(nc3nnnn13)CCCC2	-3	3
O=C(Nc1cc(Cl)ccc1-n1cncn1)c1ccccc1OC(F)F	-22	-2
Cc1ccc(NC(=O)N2CCCc3ccccc32)cc1	-2	-3
Clc1ccccc1OCc1nn[nH]n1	-1	-5
CC1=Nc2ccccc2/C1=C/c1c(C)[nH]c2ccccc12	36	-6
COCCCNS(=O)(=O)c1ccc(Oc2ncc(C(F)(F)F)cc2Cl)cc1	-7	6
FC(F)C(F)(F)Oc1cccc(-c2n[nH]c(=S)n2Cc2ccccc2)c1	0	-2
O=C(CCc1nnc(CCCCc2ccccc2)o1)NCCC1CCCCO1 (configuration not stated)	-1	6
CCOCC(=O)Nc1ccc(F)c(F)c1	2	7
Cc1nc2ccc(S(=O)(=O)Nc3cccc(-c4nc5cccnc5s4)c3)cc2s1	-21	-1
O=C(c1cccc(-c2ccccc2F)c1)N1CC[C@@H](N2CCC(O)CC2)[C@H](O)C1	-20	1
COc1cc(NC(=S)NC(=O)c2cc(C)cc(C)c2)ccc1NC(=O)c1cccs1	-3	14
CC(CN1CCCCC1)OC(=O)Cc1ccc(Cl)cc1 (configuration not stated)	2	-6
CCc1nnc(NC(=O)CSc2nc(C)nc3c2c(=O)n(C)c(=O)n3C)s1	0	12
Cc1noc(C)c1C(=O)Nc1ccc(F)c(F)c1	6	-2
(cont.)
SMILES	TAG inh	TAG inh DAPI viability
CCc1nnc(NC(=O)c2cc(S(=O)(=O)N(C)c3ccc(OC)cc3)ccc2Cl)s1	-10	-3
CC(C)n1ncc2c(C(=O)N3CCN(S(=O)(=O)c4cccc(F)c4)CC3)cc(C3CC3)nc21	0	-9
Cc1ccc(CN2CCN(/N=C/c3cc([N+](=O)[O-])ccc3Cl)CC2)cc1	1	-3
CC(=O)Oc1ccc(C(=O)Nc2ccccc2C(=O)Nc2ccc(C(=O)O)cc2)cc1	10	-13
O=C(OCCCN=C1NS(=O)(=O)c2ccccc21)c1cccs1	13	-13
CC(C)(C)N(Cc1ccccc1)C(=O)COC(=O)CCN1C(=O)C2CC=CCC2C1=O (configuration not stated)	-6	6
CN1C(=O)N(C)C2C1NC(=O)N2C (configuration not stated)	0	12
COc1ccccc1N(CC(=O)N1CCN(c2ccc(F)cc2)CC1)S(=O)(=O)c1ccc(C)cc1	-6	-4
C/C(=N\NC(=O)Cc1ccc([N+](=O)[O-])cc1)c1cccnc1	-20	4
Cc1cc(NS(=O)(=O)c2ccc(C(C)C)cc2)no1	-1	-3
CCC(C)NC(=O)c1ccc(CSc2nc3ccncc3n2Cc2ccc(F)cc2)cc1 (configuration not stated)	-9	2
CCCNC(=O)C(Cc1ccccc1F)NC(=O)c1ccccn1 (configuration not stated)	-10	2
O=C(CCCCCBr)N1CCC(CC2CC(c3ccc(Cl)cc3)=NO2)(C(=O)NCC2CCCCC2)CC1 (configuration not stated)	-15	-6
O=C(NC(=S)Nc1cccc2cc(O)ccc12)c1ccco1	1	-3
CC(=O)Nc1cc(-c2ccccc2F)cn2c(-c3cccc(C(F)(F)F)c3)cnc12	0	0
Cc1cccc(N2N=C(C(=O)N3CC(=O)Nc4ccccc43)CCC2=O)c1	6	-9
Nc1nc2ccccc2n1C(=O)c1ccc(F)cc1	8	-3
COc1ccc(OCC(O)Cn2c(=N)n(CCN3CCCCC3)c3ccccc32)cc1 (configuration not stated)	8	26
O=C(CC1C(=O)NCCN1C/C=C/c1ccccc1)NCCc1cnccn1 (configuration not stated)	-4	6
COc1ccc(NC(=O)CSc2nncs2)cc1OC	11	4
CC(OC(=O)[C@@H](NC(=O)OCc1ccccc1)C(C)C)C(=O)Nc1ccc(N2CCOCC2)cc1 (some centres not stated)	-7	3
CC(C)(C)n1nnnc1C(c1ccccc1)N1CCc2ccccc2C1 (configuration not stated)	-12	-25
COc1cc2c(cc1NC(=O)CSCC(=O)O)oc1ccccc12	-14	4
CC1CCCCN1CCNC(=O)C1CC(=O)N(c2ccc(F)c(Cl)c2)C1 (configuration not stated)	3	12
CCN(CC)S(=O)(=O)c1ccc(C(=O)NCc2ccc3c(c2)OCO3)cc1	8	-11
(listing goes on)
SMILES	TAG inh	TAG inh DAPI viability
O=C(Cc1ccc(F)cc1)Nc1ccc(F)c([N+](=O)[O-])c1	-6	-2
Cc1cccc(NC(=O)c2cccc(C(=O)Nc3cccc(C)c3)n2)c1	2	4
CCCC1=[N+](CC(=O)c2ccc(Br)cc2)CCn2cccc21	11	-1
CC1(Cc2cc(Cl)ccc2C(F)(F)F)C(=O)Nc2cc(-c3ccccc3Cl)ccc21 (configuration not stated)	-4	2
CCn1ccnc1CNC(=O)CC1C(=O)NCCN1CCCc1ccccc1 (configuration not stated)	10	2
N#Cc1ncc(C(F)(F)F)cc1Sc1ccc(N)cc1	10	-7
CCn1c(=O)c([N+](=O)[O-])c(NCCN(C)C)c2ccccc21	17	1
O=C(COC(=O)c1cc(=O)[nH]c2ccccc12)NCc1cccs1	1	-3
C[C@]12C(=O)N(c3ccc(Br)cc3)C(=O)N1[C@@H]1c3ccccc3OC[C@@H]1[C@H]2c1ccccc1	9	2
O=C1c2ccccc2C(=O)N1c1ccccc1S(=O)C(F)(F)F (configuration not stated)	-2	6
O=C(CSc1nnc(-c2ccco2)n1CC1CCCO1)c1ccccc1 (configuration not stated)	-7	-3
Cc1noc(C)c1NC(=O)Nc1cccc2c1O[C@H](CN(C)C(=O)Nc1ccc(C(F)(F)F)cc1)[C@@H](C)CN([C@H](C)CO)C2=O	-16	-9
COc1cc(/C=N/NC(=O)c2ccc(Cl)cc2)ccc1OCC(=O)N1CC(C)OC(C)C1 (configuration not stated)	-14	4
CCCNC(=O)C1(C)CCCN(C(=O)c2ccc(OC(F)F)cc2)C1 (configuration not stated)	-4	-1
CC(C)(C)c1ccc(NC(=O)COC(=O)C2=COCCO2)cc1	16	-9
C=CCNC(=O)CN(c1ccccc1OCC)S(=O)(=O)c1ccc(C)cc1	6	8
CCC(C)C(NC(=O)c1ccc(Cl)cc1)C(=O)Nc1cccnc1 (configuration not stated)	6	-10
Cc1ccc(NC(=O)c2ccc(Cl)c(S(=O)(=O)N3CCCC3)c2)nc1	-23	3
CCN1/C(=C\C(=S)Nc2ccccc2)Sc2ccccc21	-64	-2
COc1ccc(NS(=O)(=O)N2CCOCC2)cc1	6	8
O=C(O)c1ccc(N/N=C/c2ccc(OC(=O)c3cccc(Cl)c3)cc2)cc1	7	-5
COc1ccc(NC(=O)C23CCC(C2)C(C)(C)C3=O)cc1 (configuration not stated)	11	0
COc1ccc(C(=O)Nc2ccc(S(=O)(=O)N3CCN(C)CC3)cc2)cc1	2	5
COCCn1cnc2c(c1=O)c1nc3ccccc3nc1n2/N=C/c1ccc(OC)c(OC)c1	68*	-20*
O=C(O)C1(O)C[C@@H](O)C(O)[C@H](O)C1 (some centres not stated)	2	2
Later entries
SMILES	TAG inh	TAG inh DAPI viability
CN(C)C(=O)N1CCNCC1	7	1
CCc1ccc(CNC(=O)CCC(=O)n2ncc3cc(C)ccc32)cc1	10	-9
Cc1ccc(CC(=O)NCc2ccc3c(c2)OCO3)cc1	-2	8
COc1ccc2c(c1)[nH]c1c(=O)n(/N=C/c3ccc(OC)c(CN4CCCCC4)c3)cnc12	6	11
CN1C(=O)C(C)(C)c2cc(S(=O)(=O)N3CCCC(C(=O)Nc4ccc(Cl)cc4)C3)ccc21 (configuration not stated)	-13	7
CCN1C(=O)C(O)(CC(=O)/C=C/C=C/c2ccccc2)c2ccccc21 (configuration not stated)	-6	-3
CCOC(=O)c1c(NC(=O)COC(=O)C2CCC2)sc(C(=O)N(C)C)c1C	5	-4
COc1cc2c(=O)c(-c3ccc(O)cc3)coc2cc1OC1OC(CO)C(O)C(O)C1O (configuration not stated)	7	-1
COc1ccc(/C=C/C(=O)NCCc2nc3ccccc3[nH]2)cc1	21	0
CCc1ccc(C(C)NC(=O)COC(=O)c2ccc(-n3cnnn3)cc2)cc1 (configuration not stated)	7	11
COc1cccc(NC(=O)CC2C(=O)NC3CCCCC3N2C(=O)c2ccccc2)c1 (configuration not stated)	12	-9
CN(C)c1ccc(C(=S)N2CCN(c3ccccc3)CC2)cc1	-10	-9
CCCCNC1=NCCS1	-5	-1
O=C(COc1ccc(Br)cc1)NNC(=O)c1cc(S(=O)(=O)N2CCOCC2)ccc1Cl	8	-8
COc1cc(C)c(S(=O)(=O)N2CCN(C)CC2)cc1C	5	-22
CCC(C)(C)NC(=O)C(Sc1ccccc1)c1ccccc1 (configuration not stated)	18	-10
C[C@H]1CCCCO[C@@H](CN(C)C(=O)NC2CCCCC2)[C@@H](C)CN([C@@H](C)CO)C(=O)c2cc(NC(=O)Cc3ccccc3)ccc2O1	-1	-11
Nc1nc(N2CCOCC2)nc(N(c2ccccc2)c2ccccc2)n1	15	-14
CCN(CC)c1ccc(/C=C2\SC(N)=NC2=O)cc1	-19	-3

Screening results from PubChem BioAssay.
